Screening results: PubChem BioAssay, several laboratories
Yfh1-off respiration: enhancers of respiration in Yfh1-depleted yeast, dose response, Friedreich's ataxia, plus single-dose screen (AID 1465); 220,000 tested, 0.074% active; fold induction at 50 µM, or EC50 in µM where a hit was titrated; S. cerevisiae Yfh1-off respiration, WST-1 reduction, 72 h; higher fold induction means a stronger effect;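 active = fold induction of absorbance versus untreated yeast above a set limit, then at least 30% activation at any dose in follow-up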;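 note: activators that raise dye reduction in frataxin-depleted yeast; strong numbers were not always called active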
HIV peptide binding: cell-free HIV fusion peptide-binding blockers – biochemical, uHTS, fluorescence dequenching, primary screen (AID 1986) | cell-free peptide binding, fluorescence dequenching, 30 min; higher % means a stronger effect | inhibition, % at 20 µM; hits with a dose series show IC50 in µM | 290,000 tested, 0.3% active; in the data active = inhibition mostly above about 52%, no sharp cut-off; inactive = mostly below about 76%; note: some results filed as inactive read as strong as hits
WT yeast gro inh: growth inhibition of WT yeast, mitochondrial fusion screen; mitochondrial fusion phenotypic screen, WT strain; inhibition, % at 10 µM; 190,000 tested, 2.1% active; in the data active = inhibition above about 58%; tested in S. cerevisiae
Autophagy mod: autophagy modulation, high-content screen; calls only at 10 µM (by protocol); 190,000 tested, 0.98% active; MEF GFP-LC3 puncta imaging; test concentration mostly 10 µM;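 active = percentage of spot-positive cells more than 3 SD above its plate mean, without a fluorescence outlier flag or 80% toxicity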;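 note: spot-positive cell cutoff set from DMSO-treated cells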
bCat nuc transl: alters nuclear translocation of beta-catenin in HeLa cells | immunofluorescence imaging | 190,000 tested, 0.3% active | nuclear translocation activity, % at 5 µM;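 active = nuclear translocation activity above 50% at 5 µM, with a well cell count of 50 or more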;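 note: per-cell ratio of nuclear to cytoplasmic median beta-catenin stain intensity; plate controls were DMSO negative control for no effect and GSK-3 inhibitor IX positive control for full effect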
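Assay system: human HeLa cells, native beta-catenin; doses: 5 µM primary, 0.02–20 µM confirmation; incubation: compound treatment 24 h, 37°C, 5% CO2; technique: fluorescence imaging of beta-catenin antibody stain plus DAPI; measure: % activation, nuclear-to-cytoplasmic median beta-catenin signal ratio per cell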
AID2073: disruptors of CaV2.2 binding to Mint1 – biochemical, HTRF (AID 2073). HTRF protein-protein interaction, Mint1-CaV2.2; higher % means a stronger effect. inhibition, % at 20 µM, or IC50 in µM where a hit was titrated. 290,000 tested, 0.19% active; in the data active = inhibition mostly above about 51%, no sharp cut-off; note: some results filed as inactive read as strong as hits
Ins promoter up: MIN6 insulin promoter up-regulation; MIN6 insulin promoter-GFP reporter, high-content imaging; hits give high values; z-score at 5 µM; 190,000 tested, 0.3% active; AID 1625;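 active = z-score above 3 at 5 µM with at least 500 cells counted in the well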
Dynein cargo inh: dynein cargo transport inhibition; 3617.4 mouse cells, GR-EGFP nuclear translocation imaging; test concentration mostly 20 µM; stimulated with dexamethasone, 1 µM; hits give low values; z-score, hits read low; 220,000 tested, 0.47% active; AID 1381;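 active = plate z-score of nuclear minus cytoplasmic receptor signal below a set negative limit, without overly bright fluorescence or cell loss, cut at about -3.5 in these data, passing the limit was not always enough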;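 note: z-score of nuclear minus cytoplasmic ring GR-EGFP intensity difference per well; some compounds called inactive have numbers as strong as hits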
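Also added: dexamethasone, 1.0 µM final. Medium: tet-free, stripped-serum medium. Detection: fixed, Hoechst-stained cells imaged at 10x for EGFP. Read-out: nuclear-to-cytoplasmic GR-EGFP distribution per well. Times: induction 48 h, compound 1 h, agonist 30 min.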
MT stabilize HCS: microtubule stabilizers in HeLa cells. % tubulin-high responders, % at 10 µM. HeLa tubulin immunostaining HCS, 24 h; share of cells brighter than vehicle mean+2SD. 200,000 tested, 0.83% active;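 active = plate Z-score above 3 for both tubulin-high and condensed-nucleus cell shares, with cell loss under 80%, at 10 µM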;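 note: anti alpha tubulin signal scored within the nucleus-defined area of each cell; some results filed as inactive read as strong as hits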
WT yeast gro inh mutant strain: second read-out of WT yeast gro inh, no call of its own (marks repeat the call); inhibition, %; mitochondrial fusion phenotypic screen, mutant strain inhibition
Dynein cargo inh cytoplasmic EGFP: further read-out of Dynein cargo inh, marked with its call; z-score; measured here: cytoplasmic GR-EGFP intensity; hits give high values
Dynein cargo inh nuclear GR-EGFP: further read-out of Dynein cargo inh, marked with its call; z-score; measured here: nuclear GR-EGFP intensity;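 lower value marks the stronger effect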
Dynein cargo inh cell count: second read-out of Dynein cargo inh, no call of its own (marks repeat the call); z-score; measured here: cell count per field
Ins promoter up cell count: also measured in Ins promoter up; calls as there; cell count; measured here: cytotoxicity, nuclei count;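 total cells summed across four imaged fields per well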
bCat nuc transl cell count 5 µM: also measured in bCat nuc transl; calls as there; cell count; measured here: cell count, cytotoxicity flag
MT stabilize HCS Hoechst-high %: further read-out of MT stabilize HCS, marked with its call; % Hoechst-high responders; measured here: nuclear condensation Hoechst responders;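 share of cells brighter than vehicle mean plus two SD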
MT stabilize HCS cytotoxicity %: further read-out of MT stabilize HCS, marked with its call; toxicity, %; measured here: cytotoxicity by cell density;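 0% = mean cell density of plate MIN control wells and 100% = no cells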
Autophagy mod cell loss 18 h: recorded beside Autophagy mod, whose call it bears; toxicity, %; measured here: cell loss, nuclei count;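 cell loss after 18 h compound exposure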
* hit, by the source's call; i = inactive; x = not tested or not shown; + = active, no number.

molecule	Dynein cargo inh cell count	Autophagy mod	WT yeast gro inh mutant strain	Yfh1-off respiration	AID2073	WT yeast gro inh	HIV peptide binding	MT stabilize HCS Hoechst-high %	MT stabilize HCS cytotoxicity %	bCat nuc transl	MT stabilize HCS	Dynein cargo inh nuclear GR-EGFP	Ins promoter up	Dynein cargo inh	Dynein cargo inh cytoplasmic EGFP	Autophagy mod cell loss 18 h	Ins promoter up cell count	bCat nuc transl cell count 5 µM
CCOc1cccc(NC(=O)c2cccc(F)c2)c1	-0.385	i	-13.7	i	2.7%	-10.7	0.1%	2.2	9.9	-0.4	4.8	-0.232	x	-0.241	-0.12	58.0	x	1619
O=c1c2c(-c3ccccc3)csc2ncn1/N=C/c1ccc(O)c([N+](=O)[O-])c1	-1.52	i	14.4	i	-4.0%	-10.3	-3.3%	1.5	9.4	-1.0	1.5	1.38	-0.22	2.48	-0.245	12.4	1330	1122
CCCC/C(=N\NC(=O)c1ccc(Br)o1)c1ccccc1	1.28	i	-7.2	i	-5.9%	-0.1	-0.4%	2.0	5.0	x	3.3	-0.635	0.81	-0.476	-0.33	6.6	1220	x
CCOc1ccc(-n2c(O)c(/C=N/Nc3nc(C)cc(C)n3)c3ccccc3c2=O)cc1	-0.227	i	-9.0	i	3.4%	4.0	-0.4%	4.9	26.0	-0.3	12.3	0.322	0.01	1.41	-0.23	21.4	1082	1044
O=C(CCc1nc(-c2ccccc2)no1)NCc1ccco1	-0.993	i	26.8	i	-2.5%	17.2	1.9%	1.7	8.0	-0.4	5.6	0.359	0.57	-0.0209	-0.0724	19.7	1207	883
CCn1c(C(=O)N2CCC(Cc3ccccc3)CC2)cc2sccc21	0.712	i	-9.0	i	12.1%	10.1	-1.2%	1.9	5.1	2.0	3.3	-0.0739	-0.56	-0.566	-0.232	10.2	1479	1420
COc1ccc(S(=O)(=O)N2CCCC2C(=O)Nn2cnnc2)cc1 (stereo not drawn)	-0.0506	i	-3.7	i	1.4%	-6.0	-0.8%	2.5	3.0	1.6	6.6	0.268	1.42	-0.693	2.17	3.5	1283	954
O=C(CCNS(=O)(=O)c1c(Cl)cccc1Cl)OCC(=O)c1ccccc1F	-0.428	i	-8.1	i	-7.6%	-13.7	0.2%	1.2	6.4	-0.5	3.3	-0.223	x	0.00983	-0.056	4.1	x	892
O=S(=O)(NCc1ccc(Cl)cc1)c1cnc[nH]1	-2.15	+	-0.2	i	-1.8%	-12.0	-2.4%	2.1	5.5	-0.4	3.6	1.88	1	2.31	-0.156	33.2*	1037	963
Cc1cc(C)c(C#N)c(SCc2nnc(-c3ccccc3)o2)n1	0.773	i	-7.9	i	7.9%	-12.8	-1.6%	1.7	3.6	2.1	2.3	-0.161	0.86	-0.609	-0.236	-3.7	1393	1147
CC1(C)C2([N+](=O)[O-])CN(CCO)CC1([N+](=O)[O-])CN(CCO)C2	0.404	i	-0.1	i	9.0%	-1.8	-1.8%	2.8	3.9	-6.9	2.9	0.0823	0.38	0.489	-0.264	-5.9	1225	1083
CC(C)C(NC(=O)OCc1ccccc1)C(=O)NCc1ccc(C(=O)O)cc1 (stereo not drawn)	-0.104	i	-8.2	i	-0.4%	-7.8	2.0%	3.8	6.2	-1.9	5.0	-0.1	x	0.0406	-0.251	-13.3	x	918
Cc1nnc(N2CCN(Cc3ccccc3)CC2)[nH]c1=O	0.316	i	2.5	i	-4.8%	13.7	-1.7%	1.0	39.8	-1.4	5.2	0.432	-0.91	0.137	-0.229	2.8	1215	1043
CC1Cn2c(nnc2-c2cc3ccccc3cc2O)S1 (stereo not drawn)	0.678	i	13.7	i	11.7%	15.5	-5.9%	2.0	1.7	-3.9	3.0	-0.101	2.36	-0.0915	-0.235	-0.5	1189	994
COc1ccc(-n2cnc3cc(NCc4ccco4)ccc32)cc1	0.533	i	17.4	i	-6.8%	12.4	0.3%	1.4	9.8	x	0.7	0.134	0.54	0.524	-0.221	-7.9	943	x
CCOc1ccc(C(=O)Nc2nnc(C)s2)cc1OCC	-1.05	i	23.1	i	4.0%	13.5	1.2%	1.9	4.5	-5.7	5.6	0.517	0.01	0.281	-0.156	-12.8	1104	958
COc1cccc(C(=O)/C=C/Nc2ccc(S(=O)(=O)Nc3cccc(C(C)=O)c3)cc2)c1	1.13	i	-5.3	i	10.0%	-2.9	0.6%	1.8	5.5	2.3	3.8	0.446	-2.05	0.103	-0.119	6.3	928	779
NC(=O)c1ccccc1NC(=O)c1ccccc1F	0.737	i	-8.6	i	3.0%	-12.6	-1.0%	1.6	8.3	-5.4	2.5	-0.154	1.09	-0.385	-0.399	1.2	1242	1281
Cc1cc2cc(C(c3nnnn3C3CCCC3)N(Cc3cccnc3)Cc3ccco3)c(=O)[nH]c2cc1C (stereo not drawn)	0.358	i	7.5	i	31.1%	-2.0	5.9%	1.5	8.1	-3.2	1.7	-0.0416	0.09	0.16	-0.262	-1.2	849	1123
Cc1ccc(C)c(-n2c(-c3csc(C)c3C)n[nH]c2=S)c1	-0.851	i	-5.1	i	-19.1%	16.0	-1.6%	1.7	4.3	-0.6	3.0	0.219	0.11	0.16	-0.237	9.5	1310	954
COc1ccc(C)cc1S(=O)(=O)N(C)CC(N)=O	0.828	i	-11.8	i	14.9%	-8.4	-2.4%	2.3	3.5	x	3.8	-0.0805	x	-0.213	-0.0819	1.9	x	x
COc1ccccc1NC(=O)CSc1nc(N)c(C#N)cc1C#N	0.15	i	2.6	i	34.3%	9.0	19.7%	2.2	1.3	-5.6	2.0	0.724	0.73	0.84	1.89	8.9	1588	1152
COc1ccc(S(=O)(=O)NCC2CCCN(Cc3cccnc3)C2)cc1 (stereo not drawn)	0.425	i	-3.5	i	-8.1%	-16.2	-1.0%	1.3	10.6	-2.5	3.3	-0.0297	0.91	-0.159	-0.353	-6.1	1470	1065
CC(=O)Nc1ccc(OCC(=O)c2ccc(C)cc2C)cc1	1.71	i	-4.8	i	4.0%	-11.2	-0.2%	1.9	4.7	-2.3	2.3	-0.0672	-0.12	-0.131	-0.205	10.1	985	1173
Cc1c(O)c(CN(C)C)cc2c1oc(=O)c1ccccc12	0.0931	x	x	i	16.4%	x	8.0%	x	x	0.7	x	0.417	-0.64	-0.44	-0.267	x	1222	1232
CCc1cccc(CC)c1NC(=O)CN1C2CCCC1CC(NC(=O)Nc1cccc(OC)c1)C2 (stereo not drawn)	-0.308	i	-1.3	i	-5.6%	7.0	-0.2%	0.4	2.9	-0.8	3.7	0.84	-2.77	0.759	-0.29	-6.7	1423	1019
O=C(NCc1ccc(F)cc1)C1CCCN(S(=O)(=O)c2cccc3nsnc23)C1 (stereo not drawn)	0.691	i	1.7	i	-1.5%	-4.1	-2.0%	0.9	7.8	x	2.3	-0.00254	0.99	-0.391	-0.309	30.3	811	x
Cc1cc(C)n(CC(=O)Nc2ccccc2)n1	0.84	i	1.3	i	-0.2%	-0.3	0.9%	1.9	9.6	-1.9	2.6	-0.762	-0.13	0.0901	-0.216	-4.3	1566	1282
N#Cc1ccc(C23CC4(C2)[C@H](CN(Cc2ccc(-c5ccccc5)cc2)[C@@H]4c2ccccc2)C3c2ccc(C(F)(F)F)cc2)cc1 (stereo partly drawn)	0.283	x	x	i	8.5%	x	0.5%	x	x	-0.2	x	-0.428	-1.37	-0.928	-0.797	x	922	1133
COc1ccc(-c2noc(C3CCCN(S(=O)(=O)c4cccc(Cl)c4C)C3)n2)cc1OC (stereo not drawn)	-2.53	i	15.7	i	3.1%	28.7	-3.7%	2.2	4.9	1.2	7.4	2.03	-0.91	2.68	0.0866	10.5	1292	921
CC(C)(C)S(=O)(=O)c1ccccc1C(=O)O	-0.0423	i	-30.7	i	-8.4%	1.6	-0.7%	2.8	7.5	-2.2	3.8	-0.0268	x	-0.367	-0.332	-4.5	x	1036
CCCn1c(-c2nonc2N)nc2ccccc21	-0.353	i	0.2	i	4.4%	9.9	1.5%	1.5	4.7	-1.6	1.3	1.05	-0.3	1.42	-0.203	-2.9	1156	1247
Cn1cccc1/C=N/n1c(-c2ccc(C(C)(C)C)cc2)n[nH]c1=S	-0.333	i	2.8	i	-44.5%	-2.0	3.9%	1.8	9.2	2.1	2.3	-0.0743	-0.27	0.226	-0.188	3.8	1457	1350
O=C(/C=C/Nc1ccc([N+](=O)[O-])cc1)c1ccc(Br)cc1	-0.433	+	2.6	i	25.4%	9.0	0.3%	2.0	3.0	-2.2	2.0	0.255	-0.23	-0.188	0.792	2.7*	1363	531
COc1ccc(-c2nc3c(c(=O)[nH]c(=O)n3Cc3ccccc3)n2Cc2ccccc2)cc1	-0.156	i	16.7	i	30.3%	38.8	-0.5%	1.1	4.1	1.3	1.6	1.32	0.36	0.826	-0.244	-5.6	807	953
COc1ccc(Cc2noc(CN(C)C3CC(C)(C)NC(C)(C)C3)n2)cc1OC	0.422	i	5.3	i	-10.4%	4.2	-0.3%	1.8	4.2	1.7	5.8	-0.161	0.27	-0.222	-0.303	7.8	1427	928

Some of these compounds in order of their number in Dynein cargo inh cell count, lowest first:
| structure | Dynein cargo inh cell count | WT yeast gro inh mutant strain | AID2073 | HIV peptide binding | MT stabilize HCS Hoechst-high % | Dynein cargo inh nuclear GR-EGFP | Dynein cargo inh | Dynein cargo inh cytoplasmic EGFP |
| --- | --- | --- | --- | --- | --- | --- | --- | --- |
| O=C(/C=C/Nc1ccc([N+](=O)[O-])cc1)c1ccc(Br)cc1 | -0.433 | 2.6 | 25.4% | 0.3% | 2.0 | 0.255 | -0.188 | 0.792 |
| COc1ccc(-c2nc3c(c(=O)[nH]c(=O)n3Cc3ccccc3)n2Cc2ccccc2)cc1 | -0.156 | 16.7 | 30.3% | -0.5% | 1.1 | 1.32 | 0.826 | -0.244 |
| CC(C)(C)S(=O)(=O)c1ccccc1C(=O)O | -0.0423 | -30.7 | -8.4% | -0.7% | 2.8 | -0.0268 | -0.367 | -0.332 |
